# Assay outcomes as filed in PubChem BioAssay.
# C-LANA FP: inhibitors of KSHV C-LANA binding to DNA, primary screen, biochemical, fluorescence polarization, FAM-LBS DNA, MBP-C-LANA, single point | AID 504423, 2011 | inhibition, % at 9 µM | Kaposi's sarcoma herpesvirus LANA C-terminal domain (residues 932-1162) DNA binding | 340,000 compounds, 0.078% hits;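 active means highest replicate inhibition at or above 60% at 9 µM, even if other replicates fall short; inactive means all replicates below 60% inhibition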;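 further: 0% = neutral control wells and 100% = 4 µM acridine orange control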
# NSD2 inh: NSD2 histone methyltransferase inhibitors, primary screen, biochemical, AlphaScreen, single concentration, set 2; Histone-lysine N-methyltransferase NSD2 (Homo sapiens), O96028; NSD2 peptide methylation, 120 min; inhibition, % at 12.5 µM; 310,000 compounds, 0.54% hits; in the data active means inhibition above about 50%
# SR-BI DiI-HDL act: activators of SR-BI mediated DiI-HDL uptake, primary screen, ldlA[mSR-BI] CHO cells, DiI fluorescence; AID 504775, 2011; activation, % at 12.5 µM; 320,000 compounds, 0.096% hits; 3 h; 100 = double the neutral-control signal;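 active means mean replicate activation of at least 60% and every replicate at or above 60%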;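 further: 0% = median plate neutral-control signal and 100% = twice that signal; values of inactives mirror those of a sister screen read the other way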
#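 Material: SR-BI-overexpressing, LDLR-lacking CHO cells | Dosing: Single compound concentration, delivered by pin transfer | Probe or stimulus: Labelled HDL, 10 µg/mL | Signal: Bottom-read cell fluorescence after medium removal, ex 550/em 595 nm | Schedule: 3 h, 37 °C | Evaluation: HDL uptake via cellular fluorescence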
# Keap1 Nrf2 FP: Keap1-Nrf2 protein-protein interaction inhibitors, primary screen, biochemical, fluorescence polarization, single point | Keap1 Kelch-Nrf2 peptide fluorescence polarization, 1536-well | 340,000 compounds, 0.15% hits | inhibition, % at 9.4 µM; in the data active means inhibition above about 12%;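 further: human Keap1 Kelch domain with fluorescein labeled Nrf2 9mer peptide probe; 0% = neutral control wells and 100% = peptide positive control; higher means more block of Keap1 binding to Nrf2 peptide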
# RTF Ca sens inh: cardiac RTF calcium sensitivity inhibitors, primary screen, biochemical, IANBD-TnC fluorescence, EC70 calcium; 340,000 compounds, 0.12% hits; AID 493244, 2011; IANBD-labeled cardiac RTF, Ca2+ fluorescence; inhibition, % at 7.15 µM; Troponin I, cardiac muscle (Homo sapiens) + Troponin T, cardiac muscle (Homo sapiens) + …;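 active means inhibition above the mean inhibition of all tested compounds plus 3 SD, cut at about 17% in these data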;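 further: assay run at fixed EC70 calcium of 1.6 mM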
# SR-BI DiI inh: inhibitors of SR-BI mediated HDL lipid uptake, primary screen, ldlA[mSR-BI] cells, fluorescence, single point. Scavenger receptor class B member 1 (Mus musculus), Q61009. ldlA[mSR-BI] CHO cells, DiI-HDL uptake fluorescence, 3 h. inhibition, % at 12.5 µM. 320,000 compounds, 0.96% hits. AID 488896, 2010;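 active means mean replicate inhibition of at least 70% and a set share of replicates each scoring 70 or more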;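 further: 0% = median of neutral control wells and 100% = median of positive control wells; values of inactives mirror those of a sister screen read the other way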
# DAGLB inh: DAGLB lipase inhibitors, primary screen, biochemical, fluorescence, HTS; inhibition, % at 5.17 µM; AID 504411, 2011; HEK293T DAGLB membrane lysate, EnzChek fluorogenic substrate; 340,000 compounds, 0.059% hits; in the data active means inhibition above about 34%;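 further: 0% = enzyme with vehicle and 100% = wells lacking enzyme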
# Arr AP2 block: inhibitors of beta-arrestin/AP2 binding, primary screen, biochemical, GPCR trafficking, flow cytometry. beta-arrestin 1 C-terminal peptide binding to AP2 beta2-adaptin appendage (human). FITC-arrestin peptide / GST-AP2 beads; AP2 beta2 appendage carries R879A mutation. inhibition, % at 10 µM. 340,000 compounds, 0.31% hits. AID 504490, 2011;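 active means inhibition above a set limit, near 3 SD of compounds lacking own fluorescence, cut at about 54% in these data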;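 further: plate controls were DMSO wells for no effect and 5 µM unlabelled arrestin peptide for full effect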
#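 Material – AP2 appendage R879A on GSH beads · Buffer or medium – PBS with 0.05% Tween 20 and 0.1% BSA · Probe or stimulus – fluorescein-tagged arrestin peptide at 50 nM final · Incubation – compound with beads 12 min RT, then probe 1 h RT · Detection – high-throughput flow cytometry of beads, ex 488, em 535 nm · Evaluation – percent response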
# PvdQ inh: P. aeruginosa PvdQ acylase inhibitors, primary screen, biochemical, fluorescence, plate reader and imaging, single point; PvdQ acylase [Pseudomonas aeruginosa LESB58]; AID 488965, 2010; inhibition, % at 10 µM; purified PvdQ acylase; 340,000 compounds, 0.063% hits; in the data active means inhibition above about 30%, passing the limit was not always enough;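 further: 0% = vehicle neutral wells and 100% = reference inhibitor wells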
# PKA-R2B act: activators of PKA-R2B holoenzyme, primary screen, biochemical, fluorescence polarization, Cy5-IP20, human. PKA-R2B holoenzyme dissociation; R2B truncated from residue 108, S112A mutant; 0% DMSO only, 100% 113 µM cGMP. 340,000 compounds, 0.079% hits. activation, % at 11.4 µM. cAMP-dependent protein kinase catalytic subunit beta (Homo sapiens) + cAMP-dependent …;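 active means activation above a cutoff set at the mean over all compounds plus 3 SD, cut at about 18% in these data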;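 further: higher means more holoenzyme dissociation and a rise in polarization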
# Starred values were filed as active, the others as inactive; / = not tested or not shown.
entry	Compound	SR-BI DiI inh	NSD2 inh	PvdQ inh	C-LANA FP	PKA-R2B act
1	COc1ccccc1C(=O)NCC(=O)N/N=C/c1ccc([N+](=O)[O-])cc1	-1	-2	4	1.6	2
2	O=C(c1cc(Cl)cc(Cl)c1)N1CCN(c2cc(C(F)(F)F)nc3ccccc23)CC1	26	1	-6	-2.0	/
3	CC1CC=C(c2ccccc2)C(=S)N1 (centres undefined)	5	2	-4	-0.8	6
4	COc1ccccc1NC(=O)CCC(=O)c1ccc(-c2ccccc2)cc1	-5	0	13	2.1	-9
5	CC(=O)Nc1cccc(-n2c(=O)n(Cc3ccccc3)c(=O)c3[nH]cnc32)c1	-8	-1	-1	1.2	3
6	Cc1c(/C=N/NC(=O)c2ccc(Br)o2)cnn1C	-15	-3	9	-1.8	/
7	COC(=O)C1(c2ccccc2)NC(c2ccc(O)cc2)C2C(=O)N(c3ccc4c(c3)OCO4)C(=O)C21 (centres undefined)	2	-2	-8	-0.5	11
8	O=C1C(C2=NC(c3ccccn3)C3C(=O)N(c4ccccc4)C(=O)C23)=C(O)c2ccccc21 (centres undefined)	/	-3	-8	1.7	0
9	N#CC1=C(N)OC2=C(C(=O)CCC2)C1C1CC=CCC1 (centres undefined)	-3	0	-10	2.0	1
10	COc1ccc(/C=C2/SC(=S)N(NS(=O)(=O)c3ccccc3)C2=O)cc1	8	20	-8	-0.6	3

entry	DAGLB inh	RTF Ca sens inh	Keap1 Nrf2 FP	SR-BI DiI-HDL act	Arr AP2 block
1	2	-2	-1	1	26
2	/	/	2	-26	7
3	3	1	-5	-5	13
4	-8	3	-4	5	-4
5	-2	1	2	8	10
6	/	/	-1	15	39
7	0	-6	-1	-2	1
8	0	-12	-1	/	-12
9	0	3	-8	3	-2
10	20	6	-3	-8	13

# Carrying on.
entry	Compound	SR-BI DiI inh	NSD2 inh	PvdQ inh	C-LANA FP	PKA-R2B act
11	O=C(Nc1cccc(F)c1)N1CCN(C(=O)c2ccco2)CC1	10	5	-10	0.1	-3
12	O=c1ccc2cc3c4c(c2o1)CCCN4CCC3	17	4	-3	46	10
13	O=C(CN1CCCCC1)Nc1nnc(-c2ccc([N+](=O)[O-])cc2)s1	41	/	-8	2.9	-6
14	COc1cccc(/C(C)=N/NS(=O)(=O)c2ccc(Cl)cc2)c1	-22	-1	13	3.2	-5
15	CCOC(=O)C1=C(N)N(c2ccccc2)C2=C(C(=O)CCC2)C1c1cccnc1 (centres undefined)	-2	0	-10	1.0	8
16	O=C(Cc1ccccc1)Nc1ccc2oc(-c3ccncc3)nc2c1	0	1	-13	-0.2	3
17	Cc1c(Cl)cccc1NC(=O)CCN1CCOCC1	-41	-10	-16	-1.4	-2
18	COc1ccc(S(=O)(=O)NC(C)CCc2ccccc2)cc1 (centres undefined)	9	-12	-21	-1.1	5
19	COc1ccc(CCn2nnnc2C(c2ccccc2)N2CCN(C)CC2)cc1OC (centres undefined)	5	-60	-10	1.9	9
20	CCOC(=O)c1sc(/N=C/N(C)C)c(C(=O)OCC)c1C	2	-5	-11	0.0	-2

entry	DAGLB inh	RTF Ca sens inh	Keap1 Nrf2 FP	SR-BI DiI-HDL act	Arr AP2 block
11	1	0	0	-10	3
12	-13	-245	38*	-17	17
13	10	13	-2	-41	7
14	0	-1	4	22	35
15	-1	-6	-4	2	-5
16	-1	-2	-2	0	0
17	-2	-5	-3	41	12
18	-11	-15	-2	-9	3
19	-2	-2	-1	-5	1
20	-3	0	-3	-2	1

# (listing goes on)
entry	Compound	SR-BI DiI inh	NSD2 inh	PvdQ inh	C-LANA FP	PKA-R2B act
21	Cc1cc(CO)nn1-c1ccc([N+](=O)[O-])cc1	19	-1	-2	-1.1	/
22	CN1CCN(C(=O)/C(=C/c2ccccc2)c2ccccc2)CC1	-6	/	-16	0.1	3
23	COc1cc(NC(=O)COC(=O)[C@@H]2CCCN2S(=O)(=O)c2ccc(Cl)cc2)cc(OC)c1OC	-34	1	9	0.2	-5
24	O=C(OCc1ccc(O)cc1)c1c(-c2ccsc2)oc2ccc(N3CCOCC3)cc12	26	/	-3	-1.5	-6
25	CN(CC(=O)Nc1ccccc1Br)C(=O)c1ccc(-c2ccc(Cl)cc2)o1	1	0	8	/	10
26	CN(CCC#N)C(=O)CSc1ncnc2sc(-c3ccccc3)cc12	54	0	3	0.5	-9
27	O=C(Nc1ccc(O)cc1)c1cccc(Oc2ccc([N+](=O)[O-])cc2)c1	-1	5	-4	0.2	-11
28	CC(C(=O)N1CCc2ccccc21)N1CCN(S(=O)(=O)c2cccc(C(F)(F)F)c2)CC1 (centres undefined)	-1	-3	-19	-0.7	-3
29	CCC(=O)Nc1ccc2c(c1)ncn2-c1ccccc1OC	11	4	-16	6.8	-6
30	Cc1cc(N2CCCCCC2)nc(-c2ccccc2O)n1	20	-4	-17	0.3	-5

entry	DAGLB inh	RTF Ca sens inh	Keap1 Nrf2 FP	SR-BI DiI-HDL act	Arr AP2 block
21	/	/	-7	-19	-14
22	-4	-3	0	6	-9
23	0	4	-1	34	3
24	-23	-5	-4	-26	3
25	-10	-3	-1	-1	9
26	-4	-4	2	-54	19
27	-1	4	-3	1	31
28	-5	-2	1	1	-1
29	-1	-6	-1	-11	-5
30	-18	-3	-4	-20	5

# Going on with the list:
entry	Compound	SR-BI DiI inh	NSD2 inh	PvdQ inh	C-LANA FP	PKA-R2B act
31	COc1ccc(C(=O)C(O)C(c2ccc(C)cc2)N2CCOCC2)cc1OC (centres undefined)	-18	-2	-18	3.5	-3
32	CCOC(=O)C(CSCC(=O)c1ccc(Cl)cc1Cl)NC(=O)OC(C)(C)C (centres undefined)	-19	0	-4	-1.4	-4
33	Cc1nn(C)c(C)c1CCC(=O)N1CCCC(Nc2ccc(C(C)C)cc2)C1 (centres undefined)	-9	2	-17	-0.5	-7
34	COc1cc(C(=S)N2CCCCC2)ccc1OCC(=O)Nc1ccc(F)cc1	50	1	-12	-0.5	-10
35	COc1cccc(C(=O)OCC(=O)NCCC2=CCCCC2)c1	-15	-2	-6	2.8	-3
36	Cn1cnnc1SCC(=O)Nc1ccc(S(N)(=O)=O)cc1	-4	0	-3	-1.0	6
37	O=C(CCCn1c(=O)c2sccc2n(CC(=O)NCC2CCCO2)c1=O)NCc1ccco1 (centres undefined)	/	-9	6	6.1	-10
38	O=[N+]([O-])c1ccc(Oc2cnc3ccccc3n2)cc1	-45	0	10	3.9	-7
39	O=C(Nc1ccc(Br)cc1)c1cccc(OC(=S)N2CCOCC2)c1	25	-6	9	0.7	-6
40	O=C(O)CCN1C(=O)/C(=C\c2cccc(Oc3ccccc3)c2)SC1=S	-27	18	-7	4.6	0

entry	DAGLB inh	RTF Ca sens inh	Keap1 Nrf2 FP	SR-BI DiI-HDL act	Arr AP2 block
31	1	-2	-3	18	-12
32	-6	11	-1	19	-4
33	-2	4	2	9	-3
34	-3	1	-1	/	20
35	0	-6	-1	15	29
36	-2	3	-5	4	0
37	1	-6	-8	/	11
38	-5	-5	3	45	/
39	-5	-2	1	-25	21
40	19	2	4	27	-19

# Next entries.
entry	Compound	SR-BI DiI inh	NSD2 inh	PvdQ inh	C-LANA FP	PKA-R2B act
41	COc1cc(NC(=S)NCc2ccco2)c(OC)cc1Cl	6	-1	-8	0.7	-3
42	CCCCC1=CC2=CC(=O)C(C)(OC(=O)CC)C(=O)C2=CN1CCc1ccc(Br)cc1 (centres undefined)	-5	/	-7	0.9	-7
43	CC(=O)NNc1nc(-c2ccc(NC(C)=O)cc2)cs1	0	0	-1	-1.0	-4
44	CCc1ccccc1N=C1SCC(=O)N1C	34	42	-17	-0.6	-9
45	O=C(NCc1cccc(C(F)(F)F)c1)c1cc(Cl)ccc1Cl	48	-2	-9	1.3	-6
46	CC1Cc2ccccc2N1C(=O)COC(=O)c1ccccc1NCCO (centres undefined)	40	-12	-12	0.5	-14
47	COc1ccc(C2(C(=O)Nc3ccc(C)c(C)c3)CCOCC2)cc1	-1	-2	0	-0.7	-6
48	CSc1ncccc1C(=O)NCC1CCCCC1	3	-2	-9	-0.6	4
49	CC(C)CN(C(=O)c1cc(Cl)nc2ccccc12)c1c(N)n(Cc2ccccc2)c(=O)[nH]c1=O	-9	-1	-7	0.8	-9
50	COCCCN(C(=O)c1ccco1)c1nc(-c2cc(OC)ccc2OC)cs1	50	0	-10	0.3	-4

entry	DAGLB inh	RTF Ca sens inh	Keap1 Nrf2 FP	SR-BI DiI-HDL act	Arr AP2 block
41	1	-7	-3	-6	2
42	7	0	0	5	6
43	-1	7	-2	0	27
44	-2	-7	-3	-34	8
45	-8	-12	-8	-48	-9
46	2	-23	-6	-40	5
47	-2	7	-4	1	8
48	0	-4	-1	-3	3
49	7	-2	-3	9	-3
50	-17	-6	-1	-50	-6

# Compounds as they come (roughly 2.1% active in at least one column).
